L3MBTL1 block: L3MBTL1 (human) inhibition; AlphaScreen L3MBTL1–H3K9me1 peptide binding; Potency, µM (series often up to 57.1 µM), inactives show at the highest dose activity, negative = inhibition, most hits filed as inhibitors; hit rate 0.66% among 230,000; Q9Y468; note: nearly all actives have a fitted effect of over 60% in size
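AlphaScreen proximity signal between nickel-chelate acceptor and streptavidin donor beads (final 10 ug/mL) reports binding of 50 nM L3MBTL1 to 75 nM biotin-H3 K9me1 peptide; complex incubated with compounds 30 min at room temperature; cefsulodin titration as control.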
RECQ1 inh: RECQ1 (human) helicase inhibition. AID 2549. hit rate 0.54% among 240,000. Potency, µM (top dose mostly 57.3 µM), inactives show top-dose activity, negative = inhibition, actives largely listed as inhibitors. RECQ1 DNA unwinding, red fluorescence kinetic read;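 note: plate controls were vehicle for no effect and no enzyme for full effect; nearly all actives have a fitted effect of over 30% in size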
Target sequence (P46063 whole entry, looked up): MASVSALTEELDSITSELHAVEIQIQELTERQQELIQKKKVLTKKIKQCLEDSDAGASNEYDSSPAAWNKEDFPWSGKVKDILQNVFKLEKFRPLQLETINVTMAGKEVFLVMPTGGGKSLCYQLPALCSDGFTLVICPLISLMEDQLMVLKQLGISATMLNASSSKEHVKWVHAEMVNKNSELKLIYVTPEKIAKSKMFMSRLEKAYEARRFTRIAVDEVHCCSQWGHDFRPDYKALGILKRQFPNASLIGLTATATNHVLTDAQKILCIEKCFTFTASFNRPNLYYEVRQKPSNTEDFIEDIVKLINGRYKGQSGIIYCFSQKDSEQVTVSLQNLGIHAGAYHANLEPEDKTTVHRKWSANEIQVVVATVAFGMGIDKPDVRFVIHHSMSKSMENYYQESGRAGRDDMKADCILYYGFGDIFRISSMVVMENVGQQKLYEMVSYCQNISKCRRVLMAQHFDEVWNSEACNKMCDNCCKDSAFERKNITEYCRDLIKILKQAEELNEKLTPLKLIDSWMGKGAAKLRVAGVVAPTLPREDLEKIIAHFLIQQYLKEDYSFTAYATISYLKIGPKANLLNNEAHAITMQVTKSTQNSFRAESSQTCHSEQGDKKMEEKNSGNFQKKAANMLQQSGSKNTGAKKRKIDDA
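RECQ1T1 50 nM; forked duplex (20 bp + 30-nt ss tails) 200 nM, ATP 2 mM final; pH 8.0, 2 mM MgCl2, 2.5 ug/ml poly(dI-dC); 15 min compound preincubation; discontinuous kinetic read over 2 h at RT.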
GAA spleen mod: inhibitors or activators of human alpha-glucosidase in spleen homogenate | P10253 | human spleen homogenate, 4-MU-alpha-glucoside fluorescence | Potency, µM (series often up to 79.9 µM), for inactives: at the highest dose activity change, negative = inhibition, hits mostly inhibitors | hit rate 0.006% among 240,000;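 note: 0% = enzyme with vehicle and -100% = no enzyme basal signal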
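Enzyme source: human spleen homogenate, 1 ug/well. Buffer 50 mM citric acid/K phosphate pH 5.0, 0.01% Tween-20. 4-MU-alpha-glucoside 1 mM; 37 C x 40 min; NaOH/glycine stop; fluorescence.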
TRb-SRC2 inh: disrupts binding of human TR beta to SRC2 | hit rate 0.065% among 280,000 | TRbeta-SRC2 peptide binding, fluorescence polarization; receptor liganded with 1 µM T3 | Potency, µM (highest dose often 106 µM), without a hit: top-dose activity change, negative = inhibition, actives largely listed as inhibitors;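 note: plate controls were bound peptide for no effect and peptide without receptor for full effect; nearly all actives have a fitted effect of over 50% in size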
Target sequence (P10828 whole entry, looked up): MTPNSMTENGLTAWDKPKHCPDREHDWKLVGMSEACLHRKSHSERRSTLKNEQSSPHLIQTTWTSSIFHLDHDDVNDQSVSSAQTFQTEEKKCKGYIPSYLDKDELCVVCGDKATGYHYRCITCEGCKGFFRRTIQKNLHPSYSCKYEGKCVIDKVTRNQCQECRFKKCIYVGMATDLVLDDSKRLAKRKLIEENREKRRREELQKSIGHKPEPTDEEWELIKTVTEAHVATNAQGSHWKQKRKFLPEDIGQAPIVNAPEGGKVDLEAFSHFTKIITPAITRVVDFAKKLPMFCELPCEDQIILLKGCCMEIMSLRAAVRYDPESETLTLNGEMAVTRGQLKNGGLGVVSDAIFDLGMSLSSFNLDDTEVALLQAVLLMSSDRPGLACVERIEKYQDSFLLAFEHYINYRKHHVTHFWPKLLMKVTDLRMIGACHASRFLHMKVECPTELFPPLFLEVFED
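Human TRb ligand-binding domain (0.6 uM) is mixed with 20 nM Texas Red SRC2 peptide and 1 uM T3; after compound addition and 5 hr at ambient temperature, polarization is measured and normalized to unbound and bound controls.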
GAA inhib: alpha-glucosidase (human) inhibition | Potency, µM (highest dose often 76.9 µM), inactives show top-dose activity change, negative = inhibition, hits mostly inhibitors | hit rate 0.005% among 200,000 | AID 1466 | purified human GAA, 4-MU-alpha-glucoside fluorescence | P10253;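 note: plate controls were uninhibited enzyme wells for no effect and no-enzyme background for full effect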
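Enzyme (4 nM final) mixed with compound (up to 77 uM), then 4-MU-alpha-D-pyranoside (400 uM final) added; 20 min at room temperature, pH 5.0. Reaction stopped at pH 10, fluorescence read, AC50 derived by Hill fit.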
GAA glycogen: GAA glycogen-cleavage inhibition or activation | AID 2100 | Potency, µM (series often up to 76.4 µM), for the others: at the top dose activity change, negative = inhibition, actives largely listed as inhibitors | recombinant GAA, glycogen substrate, Amplex Red glucose oxidase fluorescence | hit rate 0.38% among 300,000 | P10253;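 note: 0% = full enzyme reaction and -100% = no-enzyme basal signal; the screen sought inhibitors and activators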
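Recombinant human alpha-glucosidase (4 nM final) hydrolysed bovine liver glycogen (30 ug) for 40 min at 37 C in pH 5.0 citrate/phosphate with 0.01% Tween-20. Released glucose detected by glucose oxidase/Amplex Red, Ex 573/Em 610 nm. Compounds up to 77 uM; AC50 from Hill fits.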
TR SRC2 fluor cs: counter-screen for TRb-SRC2 inhibitors: fluorescence interference; TRb/SRC2 Texas Red total fluorescence interference; hit rate 0.29% among 280,000; Potency, µM (highest dose often 106 µM), for the others: at the top dose fluorescence change, negative = quenching; active = well fitted curve in either direction with a large enough effect; inconclusive = small, poorly fitted or top-dose-only effect
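Flags fluorescent or light-absorbing compounds by total fluorescence, S + 2P, at 555 nm excitation and 632 nm emission. Mixture: 20 nM Texas Red SRC2 peptide, 0.6 uM human TRb LBD, 1 uM T3, 5% DMSO; compound exposure 5 h at ambient temperature.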
RGS12 GoLoco inh: blocks human Gai1 binding to RGS12 GoLoco peptide, red readout; Gai1:RGS12 GoLoco peptide FP, rhodamine, 10 min; Potency, µM (series often up to 61.6 µM), without a hit: at the highest dose activity, negative = inhibition, hits mostly inhibitors; hit rate 0.44% among 230,000; AID 880; active = well fitted inhibition curve with a large enough effect, not every such curve was filed as active; inactive = no such curve, though single readings can be large or run the other way; note: nearly all actives have a fitted effect of over 30% in size; many of its hits are not listed in these tables
* hit, by the source's call; i = inactive; ? = inconclusive; . = no result given; & = joins results of further samples; [ ] = another dose, or the depositor's remark. Unless noted, calls come from the whole dose curve; as a rule, active = well fitted curve in the direction sought with a large enough effect; inconclusive = small, poorly fitted or top-dose-only effect, or another doubt; inactive = no such curve, though single readings can be large; an effect the other way counts as inactive or inconclusive. Unless noted, % is set by controls: 0 for no effect and ±100 for the full control effect; potency is the fitted concentration of half-maximal effect. These rows are one share of the data; count on the stated rates, not on these rows.

SMILES	L3MBTL1 block	RECQ1 inh	GAA spleen mod	TRb-SRC2 inh	GAA inhib	GAA glycogen	TR SRC2 fluor cs	RGS12 GoLoco inh
C=C(C(=O)c1ccccc1)C(C)CC(=O)c1ccccc1 (centres undefined)	42%[activator]	-3%	-1%	0%	-5%	14%	-12%	-4%
O=C(CSCc1ccc(Cl)cc1)Nc1cccc(C(=O)Nc2ccccc2C(=O)O)c1	-2%	?	-8%	13%	-8%	-4%	1%	3%
CC1=[N+]([O-])C(N2CCOCC2)C(O)(c2ccccc2)C1 (centres undefined)	2%	-3%	5%	3%	-1%	2%	0%	6%
CCc1c(C)nc(N)n2c(SCC(=O)N3CCN(c4ccccc4OC)CC3)nnc12	8%	-2%	-2%	0%	?	11%	-3%	11%
COc1cc2c(cc1OC)C(CSc1ccccc1C(=O)O)=NC(C)(C)C2	-7%	i	4%	-7%	-10%	-14%	1%	-7%
Cc1ccc(CNC(=O)CCOc2ccc(C(C)(C)C)cc2)cc1	.	-15%	-5%	-9%	-5%	-8%	-3%	-15%
CC(C)(C)OCC(O)CN1CCN(C(=O)c2ccccc2)CC1 (centres undefined)	6%	-5%	4%	2%	4%	-6%	0%	-5%
COC(=O)C1Cc2ccccc2CN1C(=O)CCl (centres undefined)	6%	-8%	6%	-8%	-4%	-9%	0%	2%
COC(=O)CCC(=O)N1CCOCCOCCOCC1	8%	1%	-1%	-2%	12%	10%	0%	7%
CCOCCCn1cnc2c3cc(F)ccc3n(C)c2c1=O	2%	-6%	3%	-1%	-6%	-4%	-7%	2%
COc1cc2c(cc1OC)CN(C(=O)CSc1nc(N)c(C#N)cc1C#N)CC2	.	-1%	5%	1%	1%	4%	-6%	35%[activator]
Cc1cc2ccccc2c(=O)n1CC(=O)NCCC1=CCCCC1	-7%	2%	3%	5%	6%	-2%	1%	-3%
O=C(O)CN1C(=O)CSc2ccccc21	2%	-13%	-3%	-5%	-8%	8%	0%	1%
CCOc1nc(-c2ccc(C)cc2)ccc1-c1noc(COC)n1	.	i	-3%	-4%	-2%	-1%	-3%	33%[activator]
Cc1ccc(C(=O)N/N=C\c2ccccc2[N+](=O)[O-])cn1	.	-2%	-8%	-2%	-2%	9%	-1%	8%
Cc1ccc(NS(=O)(=O)c2c(C)[nH]c(=O)[nH]c2=O)cc1C	.	-1%	-6%	-9%	2%	-1%	1%	-7%
CC(=O)Nc1ccc(S(=O)(=O)N(Cc2ccccc2)c2ccccc2)cc1	-16%	13%	-1%	7%	?	-4%	3%	2%
C[C@@H](CN1C2=NC[C@H](Cc3ccc(O)cc3)N2C[C@H]1Cc1ccc(O)cc1)NC(=O)CCC1CCCCC1	-14%	-16%	-3%	2%	.	12%	2%	5%
COC(=O)C(Cc1cnc[nH]1)NC(=O)C1CCC(=O)N1 (centres undefined)	0%	0%	2%	5%	-2%	-16%	-3%	-5%
O=C(COC(=O)c1cccnc1Cl)Nc1cccc(S(=O)(=O)N2CCCCC2)c1	.	-2%	-5%	0%	-4%	-9%	0%	11%

Full records, quoted from the list. Values in the order: L3MBTL1 block, RECQ1 inh, GAA spleen mod, TRb-SRC2 inh, GAA inhib, GAA glycogen, TR SRC2 fluor cs, RGS12 GoLoco inh
COc1cc2c(cc1OC)CN(C(=O)CSc1nc(N)c(C#N)cc1C#N)CC2 is listed as ., -1%, 5%, 1%, 1%, 4%, -6%, 35%[activator]
Cc1ccc(C(=O)N/N=C\c2ccccc2[N+](=O)[O-])cn1 is listed as ., -2%, -8%, -2%, -2%, 9%, -1%, 8%
CC(=O)Nc1ccc(S(=O)(=O)N(Cc2ccccc2)c2ccccc2)cc1 is listed as -16%, 13%, -1%, 7%, ?, -4%, 3%, 2%
COC(=O)CCC(=O)N1CCOCCOCCOCC1 is listed as 8%, 1%, -1%, -2%, 12%, 10%, 0%, 7%
CCc1c(C)nc(N)n2c(SCC(=O)N3CCN(c4ccccc4OC)CC3)nnc12 is listed as 8%, -2%, -2%, 0%, ?, 11%, -3%, 11%

Following part:
SMILES	L3MBTL1 block	RECQ1 inh	GAA spleen mod	TRb-SRC2 inh	GAA inhib	GAA glycogen	TR SRC2 fluor cs	RGS12 GoLoco inh
COc1cc(/C=C/C(=O)NC(C)CCc2ccccc2)cc(OC)c1OC (centres undefined)	5%	i	-8%	-17%	-13%	-3%	-5%	-12%
CC(=O)Nc1ccc(NC(=O)C(C)OC(=O)/C=C/c2cccs2)cc1 (centres undefined)	-3%	i	3%	4%	-2%	7%	-1%	-6%
O=[N+]([O-])C1=CC=C2C(=NC3(CCCCC3)N2O)C1=NCCO	-12%	-16%	-6%	-9%	5%	9%	-3%	-9%
CCCC(=O)N1CCCC(c2nc(-c3cccc(OC)c3)no2)C1 (centres undefined)	-2%	i	4%	7%	2%	-9%	-1%	14%
COc1ccccc1OCC(=O)N(Cc1nc(-c2ccc(Cl)cc2)no1)C(C)C	4%	-15%	-4%	-6%	-2%[15.4 µM]	-9%	-3%	5%
O=[N+]([O-])c1cc(-n2cccc2)ccc1N1CCOCC1	-24%	i	-12%	-3%	5%	14%	-2%	16%
N#Cc1ccc(-c2ccc(F)cc2)nc1Oc1ccc(Cl)c(Cl)c1	3%	-17%	3%	8%	-1%	1%	-1%	8%
CCCCNS(=O)(=O)c1ccc(S(=O)(=O)n2cnc3ccccc32)cc1	5%	-5%	-8%	3%	-5%	1%	1%	8%
CC(C)NS(=O)(=O)c1ccc(OCC(=O)Nc2ccc3c(c2)OCCO3)cc1	.	i	-9%	3%	1%	1%	-1%	-1%
Cc1ccc(C(C(=O)NC2CCCC2)N(C(=O)Cc2cccs2)c2cccc(C)c2C)o1 (centres undefined)	-2%	1%	-21%	4%	?	0%	-5%	-3%
CCN(CC)C(=O)CSc1nc2c(sc(=S)n2CC)c(=O)n1-c1ccccc1	.	-6%	-3%	14%	-3%	3%	0%	4%
CCN1CCN(C(=O)N[C@H](C(=O)N[C@@H]2C(=O)N3[C@@H]2SC(C)(C)[C@@H]3C(=O)O)c2ccccc2)C(=O)C1=O	.	-2%[25.9 µM]	2%[29.1 µM]	-2%[53 µM]	.	.	-5%[53 µM]	4%[21.6 µM]
O=C(CNS(=O)(=O)c1ccc(Cl)cc1)OCC(=O)N1CCCc2ccccc21	3%	-1%	-5%	3%	5%	6%	0%	.
COc1cc(N2CCOCC2)ccc1C=C(C#N)C#N	4%	i	5%	?	13%	-12%	?	-97%
Cc1ccc(SCCC(=O)OC(C(=O)NC(N)=O)C(C)C)cc1 (centres undefined)	.	-1%	-2%	-2%	2%	0%	-2%	0%
Cc1nc(CNS(=O)(=O)c2ccc3ccccc3c2)cs1	8%	-14%	-2%	-2%	-6%	-7%	-1%	-1%
CCOc1ccc2nc(SCC3CC3(Cl)Cl)[nH]c2c1 (centres undefined)	-4%	-11%	0%	-1%	.	4%	-2%	3%
O=C(Cn1cc(C(=O)C(F)(F)F)c2ccccc21)N1CCOCC1	10%	i	1%	0%	12%	4%	0%	1%
CC1Cc2ccccc2N1C(=O)CN1C(=O)NC(C)(c2ccc3c(c2)OCCO3)C1=O (centres undefined)	.	i	-3%	-15%	7%	4%	-1%	-72%
O=C(Nc1ccccc1F)c1ccc(Cn2cc(Cl)cn2)cc1	35%[activator]	i	-1%	-4%	0%	-3%	-2%	0%
CSc1nnc(SCc2nc3sc(C(=O)O)c(C)c3c(=O)[nH]2)s1	3.2µM*	6%	14%	-1%	-6%	-16%	?	35%[activator]
CCOC(=O)NCCOc1ccc(Oc2ccccc2)cc1	.	-18%	-4%	-3%	.	.	-1%	.
CN(C)c1cccc(C(=O)OCC(=O)Nc2nccs2)c1	?	?	6%	0%	-2%	4%	0%	12%
c1ccc2c(c1)OCC(c1csc3ncnc(N4CCCCC4)c13)O2 (centres undefined)	0%	5%	1%	-5%	-3%	0%	0%	-1%
Cc1ccc(Cl)cc1N1CCN(C(=O)C(C)n2ncn3cccc3c2=O)CC1 (centres undefined)	9%	.	.	-3%	.	-1%&-5%[76.3 µM]	-2%	.
O=C(O)CCCC(=O)Nc1nc2n(n1)C(c1ccc(F)cc1)CC(c1ccc(Cl)cc1)N2 (centres undefined)	.	i	3%	0%	-3%	6%	1%	-9%
CC(C)[C@H](NC(=O)OC(C)(C)C)[C@@H](O)CC(=O)C(C)(C)C	.	4%[11.5 µM]	-4%[17.4 µM]	2%[11.2 µM]	.	.	-8%[11.2 µM]	.
C=CCOc1ccc(CNn2cn[nH]c2=S)cc1OCC	-1%	-12%	-8%	3%	6%	-10%	0%	6%
CCOc1cc([N+](=O)[O-])c2nc(N)sc2c1	.	-5%	1%	2%	.	-9%	-4%	3%
CN(C)C(CN1C(=O)C2CC=CCC2C1=O)c1cn(C)c2ccccc12 (centres undefined)	-7%	i	1%	0%	-2%	1%	-1%	5%
O=C(C1CCN(S(=O)(=O)N2CCOCC2)CC1)N1CCOCC1	3%	10%	-6%	-3%	-5%	-6%	-5%	6%
CN1CCCC(OC(=O)CCCCC(=O)OC2CCCN(C)C2)C1 (centres undefined)	.	-12%	-5%	-3%	-6%	3%	-4%	-1%
COc1cc(CNCCc2ccccc2)ccc1OCC(N)=O	1%	4%	-15%	-1%	-4%	-3%	-3%	6%
COc1cc(OC)c(N(C)S(=O)(=O)c2cccc(C(=O)OCc3c(C)noc3C)c2)cc1Cl	3%	i	2%	-2%	4%	-5%	1%	14%
Cc1cccc(C(=O)c2c[nH]cc2-c2ccccc2)c1	-16%	12%	4%	1%	-3%	10%	-4%	2%
COc1ccc(C)cc1NC(=O)C(=O)N1CCCC1	-1%	0%	-11%	-2%	.	3%	-1%	7%
C/C(=N\NC(=O)Cn1cnc2ccccc21)c1cccs1	1%	i	4%	4%	?	-8%	0%	7%
COc1ccc(CCN2CC(C(=O)NCc3ccc(F)cc3)CC2=O)cc1OC (centres undefined)	?	-8%	7%	5%	.	-1%	1%	-7%
O=C(NCc1ccc(Cl)cc1)C(=O)NCC1OCCN1S(=O)(=O)c1cccs1 (centres undefined)	-3%	-2%	-5%	3%	-6%	-5%	1%	4%

Assay outcomes (PubChem BioAssay)
